aGlu spleen mod – lysosomal alpha-glucosidase (human) modulation; P10253; human spleen homogenate, 4-MU-alpha-glucoside fluorescence; Potency, µM (doses to about 79.9 µM), for inactives: at the highest dose activity change, negative = inhibition, hits mostly inhibitors; 240,000 tested, 0.006% active;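 further: potency means the concentration at half of the fitted maximal effect; 0% = enzyme with vehicle and -100% = no enzyme basal signal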
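Human spleen homogenate (1 ug) incubated with compounds and 1 mM 4-methylumbelliferyl-alpha-D-glucopyranoside in pH 5.0 citrate/phosphate buffer, 37 C, 40 min. Stopped at pH 10; 4-MU fluorescence (Ex 365/Em 440 nm); AC50 by Hill fit.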
CBFb RUNX1 block – inhibitors of human CBF-beta and RUNX1 interaction; Q01196+Q13951; AlphaScreen CBFb-His/RUNX1-biotin binding, biochemical; Potency, µM (titrated, usually from 59.8 µM), for the others: at the top dose activity, negative = inhibition, actives largely listed as inhibitors; 230,000 tested, under 10 active; AID 1477; further: % of control where 0% means no effect
Target sequence (Q01196 whole entry, looked up): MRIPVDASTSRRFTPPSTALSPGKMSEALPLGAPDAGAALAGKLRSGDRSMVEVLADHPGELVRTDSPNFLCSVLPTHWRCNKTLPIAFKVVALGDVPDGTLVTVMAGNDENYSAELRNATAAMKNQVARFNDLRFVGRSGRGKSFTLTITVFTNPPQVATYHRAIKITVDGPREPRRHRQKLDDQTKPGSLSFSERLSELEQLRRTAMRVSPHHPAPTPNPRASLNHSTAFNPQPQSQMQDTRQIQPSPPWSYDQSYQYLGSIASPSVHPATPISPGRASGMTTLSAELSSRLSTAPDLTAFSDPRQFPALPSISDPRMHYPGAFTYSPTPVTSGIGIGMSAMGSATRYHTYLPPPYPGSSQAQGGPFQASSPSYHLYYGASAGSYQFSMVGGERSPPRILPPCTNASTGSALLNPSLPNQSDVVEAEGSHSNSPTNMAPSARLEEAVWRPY
Target sequence (Q13951 whole entry, looked up): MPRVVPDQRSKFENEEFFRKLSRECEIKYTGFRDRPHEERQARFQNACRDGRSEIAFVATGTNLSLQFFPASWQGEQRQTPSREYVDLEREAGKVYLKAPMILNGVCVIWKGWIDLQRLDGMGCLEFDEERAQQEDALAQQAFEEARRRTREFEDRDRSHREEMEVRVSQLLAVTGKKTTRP
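Bead-based AlphaScreen assay; binding partners His-tagged CBF-beta and biotinylated RUNX1 at 30 nM each. Compound exposure 15 min after a 20-min protein preincubation; bead step 90 min; all steps at room temperature.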
GAA inh – inhibitors of human lysosomal alpha-glucosidase. 200,000 tested, 0.005% active. P10253. AID 1466. purified human GAA, 4-MU-alpha-glucoside fluorescence. Potency, µM (highest dose often 76.9 µM), for the others: at the top dose activity change, negative = inhibition, most hits filed as inhibitors;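 further: potency means the concentration at half of the fitted maximal effect; plate controls were uninhibited enzyme wells for no effect and no-enzyme background for full effect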
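Enzyme (4 nM final) mixed with compound (up to 77 uM), then 4-MU-alpha-D-pyranoside (400 uM final) added; 20 min at room temperature, pH 5.0. Reaction stopped at pH 10, fluorescence read, AC50 derived by Hill fit.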
HTT cytoprotect – cytoprotection in Huntington HTT-Q103 PC12 cell model | AID 1471 | PC12 HTT-Q103 induced, cytoprotection, ATP luminescence, 40 h | Potency, µM (doses to about 56.4 µM), inactives show cytoprotection (ATP increase), actives largely listed as activators | 230,000 tested, 0.14% active;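 further: potency means the concentration at half of the fitted maximal effect; % of control where 0% means no effect; nearly all actives have a fitted effect of over 45% in size; toxic huntingtin expression switched on by the ecdysone agonist tebufenozide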
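Stable PC12 Q103-GFP cells in serum-supplemented, phenol red-free DMEM; induction by tebufenozide at 100 nM final; compound dose series; cell viability quantified luminescently from ATP.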
LMNA splice mod – modulators of lamin A splicing; 200,000 tested, 0.01% active; Potency, µM (series often up to 46.1 µM), inactives show top-dose ratio change, negative = inhibition, most hits filed as inhibitors; HeLa LMNA splicing GFP/RFP minigene ratio, 48 h; active means well fitted inhibition curve with a large enough effect in the signal ratio, with a control signal flat, not every such curve was filed as active; inconclusive means small, poorly fitted or top-dose-only effect, or effect the other way, or a change in a side signal; the % refers to the signal ratio; further: potency means the concentration at half of the fitted maximal effect; on the % scale 0 is the no-effect control and ±100 the full control effect
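Read-out is the ratio of GFP to DsRed2 object intensity, acquired by 488 nm laser-scanning cytometry on HeLa lamin A-EGFP minigene reporter cells. Compound incubation 48 hrs at 37 °C in Opti-MEM with 2% FBS; DMSO 0.5% final.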
HTT aggregate – mutant huntingtin aggregation inhibition. Potency, µM (doses to about 46.1 µM), inactives show at the highest dose activity change, negative = inhibition, actives largely listed as inhibitors. AID 1688. 220,000 tested, 1.1% active. PC12 HttQ103-GFP aggregates, Acumen cytometry, 40 h; further: potency means the concentration at half of the fitted maximal effect; on the % scale 0 is the no-effect control and ±100 the full control effect; nearly all actives have a fitted effect of over 60% in size
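Ecdysone-promoter PC12 model expressing HTT exon 1 Q103 fused to GFP, induced by tebufenozide at 100 nM final. Compounds titrated; aggregates sized 1–25 µm scored on a 488 nm laser cytometer.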
GAA glycogen – inhibitors or activators of human alpha-glucosidase glycogen cleavage | recombinant GAA, glycogen substrate, Amplex Red glucose oxidase fluorescence | Potency, µM (titrated, usually from 76.4 µM), without a hit: at the top dose activity change, negative = inhibition, usual class: inhibitors | 300,000 tested, 0.38% active;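 further: potency means the concentration at half of the fitted maximal effect; 0% = full enzyme reaction and -100% = no-enzyme basal signal; the screen sought inhibitors and activators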
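Recombinant human enzyme (4 nM); glycogen substrate; 37 C, 40 min, pH 5.0. Readout: coupled glucose oxidase/Amplex Red fluorescence.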
An asterisk follows results filed as active; ? = inconclusive; . = not tested or not shown; & = joins results of further samples; [ ] = remark or other dose. Unless noted, the call rests on the fitted dose curve; in most records, active means well fitted curve in the direction sought with a large enough effect; inconclusive means small, poorly fitted or top-dose-only effect, or another doubt; inactive means no such curve, though single readings can be large; an effect the other way counts as inactive or inconclusive.

Results follow in this order: aGlu spleen mod, CBFb RUNX1 block, GAA inh, HTT cytoprotect, LMNA splice mod, HTT aggregate, GAA glycogen
CCC(O)c1c(-c2ccccc2)nn(C)c1Cl (centres undefined)
  -10%, ?, -11%, 0%, 18%[46 µM], -7%, -6%
CCN1CCCC1CNC(=O)c1cc2c(-c3ccc(Cl)cc3)nn(C)c2s1 (centres undefined)
  8%, -3%, ?, -49%[inhibitor], ?, 0%, 12%
Cc1ccc(C(=O)NCCN(C)C)cc1C
  -2%, 3%, -2%, -10%, 0%, -17%, -11%
CCOc1ccc(C(=O)N2CCN(Cc3ccccc3)CC2)cc1
  3%, 4%, -3%, -8%, 7%, -16%, -6%
CC1CN(C(=O)COC(=O)c2c(Cl)cccc2Cl)CC(C)O1 (centres undefined)
  2%, -14%, -4%, -24%, ., 9%, -27%
COc1ccccc1N1CCN(C(c2cccs2)C(C)NC(=O)c2ccncc2)CC1 (centres undefined)
  5%, 0%, ., -3%[10 µM], ., -1%[9.22 µM], -2%
COc1cc(OC)cc(C(=O)NC2CCSC2=O)c1 (centres undefined)
  6%, 7%, ?, -8%[10 µM], -4%, 7%, -2%
CC(=O)Nc1ccc(NC(=O)CCn2nnc3ccccc32)cc1
  -3%, 2%, 10%, -9%[10 µM], ., 2%[9.22 µM], -4%
Cc1ccc(NC(=O)c2ccc3c(c2)S(=O)(=O)c2ccccc2C3=O)cc1S(=O)(=O)N1CCOCC1
  -5%, 5%, ., -10%[10 µM], ., 13%[9.22 µM], 2%
CCN(CC)C(=O)C1CCCN(Cc2nc(-c3cccs3)no2)C1 (centres undefined)
  0%, 7%, -5%, -12%, ., 6%, -13%
Clc1ncc(CN2CCN(Cc3ccccc3)CC2)s1
  -15%, 4%, 5%, 5%[10 µM], -6%, 14%, 2%
O=C(CSc1ccccc1)NCc1ccco1
  -12%, 7%, -6%, -1%[1.9 µM], -4%, -10%, 2%
CCOC(=O)c1ccccc1N/C=C1\CCCC1=O
  3%, -1%, -5%, -21%[0.074 µM], 12%, 16%, -1%
COc1ccc(C(=O)NNC(=O)CSc2nnc(-c3cccnc3)o2)cc1
  -3%, 1%, 12%, 20%[10 µM], ., 7%[9.22 µM], -15%
NS(=O)(=O)c1ccc(-c2ccc(/C=N/NC(=O)c3ccccc3O)o2)cc1
  4%, 5%, ., -12%[10 µM], ., -17%[9.22 µM], -1%
O=C(CSc1nc2ncccc2[nH]1)Nc1ccc2c(c1)OCO2
  -2%, 5%, ., -18%[10 µM], ., 0%[9.22 µM], 0%
CN(C)CCNC(=O)/C(=C/c1cccc([N+](=O)[O-])c1)NC(=O)c1ccccc1
  -6%, -3%, 5%, ., -7%, 2%, -9%
CSc1nc(S(=O)(=O)c2ccccc2)c(Cl)s1
  -3%, 3%, 0%, -6%[10 µM], ., 19%, 6%
NC(=O)COC(=O)c1cccc(S(=O)(=O)N2CCCCC2)c1
  2%, -3%, -1%, -24%, 13%[46 µM], 6%, -1%
O=C(Nc1ccccc1)n1cc(-c2ccccn2)c(N2CCOCC2)n1
  0%, ?, -2%, -57%[inhibitor], -11%[46 µM], 0%, 4%

As a short view, some entries already given:
Results follow in this order: aGlu spleen mod, CBFb RUNX1 block, GAA inh, HTT cytoprotect, LMNA splice mod, HTT aggregate, GAA glycogen
O=C(CSc1ccccc1)NCc1ccco1
  -12%, 7%, -6%, -1%[1.9 µM], -4%, -10%, 2%
CCOC(=O)c1ccccc1N/C=C1\CCCC1=O
  3%, -1%, -5%, -21%[0.074 µM], 12%, 16%, -1%
COc1ccc(C(=O)NNC(=O)CSc2nnc(-c3cccnc3)o2)cc1
  -3%, 1%, 12%, 20%[10 µM], ., 7%[9.22 µM], -15%
NS(=O)(=O)c1ccc(-c2ccc(/C=N/NC(=O)c3ccccc3O)o2)cc1
  4%, 5%, ., -12%[10 µM], ., -17%[9.22 µM], -1%
O=C(CSc1nc2ncccc2[nH]1)Nc1ccc2c(c1)OCO2
  -2%, 5%, ., -18%[10 µM], ., 0%[9.22 µM], 0%
CN(C)CCNC(=O)/C(=C/c1cccc([N+](=O)[O-])c1)NC(=O)c1ccccc1
  -6%, -3%, 5%, ., -7%, 2%, -9%
CSc1nc(S(=O)(=O)c2ccccc2)c(Cl)s1
  -3%, 3%, 0%, -6%[10 µM], ., 19%, 6%
NC(=O)COC(=O)c1cccc(S(=O)(=O)N2CCCCC2)c1
  2%, -3%, -1%, -24%, 13%[46 µM], 6%, -1%
O=C(Nc1ccccc1)n1cc(-c2ccccn2)c(N2CCOCC2)n1
  0%, ?, -2%, -57%[inhibitor], -11%[46 µM], 0%, 4%

Next section.
Results follow in this order: aGlu spleen mod, CBFb RUNX1 block, GAA inh, HTT cytoprotect, LMNA splice mod, HTT aggregate, GAA glycogen
COCCNc1ncnc2ccc(-c3ccccc3OC)cc12
  -3%, ., ., -96%[inhibitor], ?, ., .
Oc1c(Cl)cc(Cl)cc1/C=N/c1nc(-c2ccc(Cl)cc2)cs1
  -3%, -8%, -6%, -6%[10 µM], ., 19%[9.22 µM], -15%
C=CCOc1ccc(/C=N/n2cncn2)cc1OC
  -8%, 11%, -2%, -35%, 5%, -14%, 2%
CCn1c(C(O)c2cccc(OC)c2OC)nc2ccccc21 (centres undefined)
  -6%, 5%, -3%, 4%, -2%, -1%, -7%
CCOC(=O)CC(=O)Nc1ccc(C)cc1
  -8%, 9%, 0%, -5%, -1%, 12%, 8%
CN(C)CCN(Cc1ccccc1)c1ccnc(N(C)C)c1C#N
  -9%, 5%, -5%, -31%, -4%, -20%, 3%
O=C1CN(C(=O)c2cccc(S(=O)(=O)N3CCCC3)c2)c2ccccc2N1
  -3%, 2%, ., 0%[10 µM], ., -30%[9.22 µM], -9%
O=C(CN1C(=O)CSC1=O)Nc1ccc(F)c(F)c1F
  -1%, 10%, 8%, -14%[10 µM], -4%, 6%, 9%
Cc1ccc(NC(=O)C(C)N2CCOCC2)c(C(=O)c2ccccc2)c1 (centres undefined)
  -14%, 1%, -7%, -15%, 8%, 4%[9.22 µM], 1%
Cn1c(SCC(=O)NCc2cccs2)nnc1-c1ccncc1
  2%, 1%, -6%, -11%, 6%, 2%, -7%
O=C(NCCNc1ccc2ccccc2c1)c1cccn2c(=O)c3sccc3nc12
  -19%, -8%, -4%, -9%[10 µM], 23%[46 µM], 6%, -3%
Brc1ccc(C2=N[C@@H](Cc3ccccc3)CO2)cc1
  2%[119 µM], 4%[89.1 µM], ., -56%[inhibitor], ., ., .
CN(C(=O)CSc1nc(C2CC2)nc2ccccc12)c1nc(-c2ccccc2)cs1
  -3%, -1%, 9%, -2%, ?, -13%, 7%
CCOc1nc(NCCN2CCOCC2)nc(NC(C)C)n1
  1%, 2%, -2%, 4%[10 µM], 2%, -7%, -7%
Cc1cc([N+](=O)[O-])ccc1NC(=O)Nc1ccccc1F
  2%, -1%, 3%, -13%, ?, ?, -12%
O=C(CSc1nnc(-c2ccncc2)o1)NC1CCCCC1
  2%, 12%, 1%, -2%[10 µM], 7%[46 µM], -24%[9.22 µM], 8%
Cc1sc(NC(=O)COc2cccc(-n3cnnn3)c2)c(C#N)c1C
  1%, 3%, -1%, -8%[10 µM], 2%, 7%, 7%
COC(=O)n1c(=O)oc2ccc(S(=O)(=O)N3CCCCC3)cc21
  -9%, 0%, -1%[15.4 µM], 1%[10 µM], ., -21%[9.22 µM], 2%
COc1cc(OC)c(C2CC(=O)N3CN(c4ccccc4)CSC3=C2C#N)cc1OC (centres undefined)
  2%, -9%, -10%, -18%[0.074 µM], 7%, 30%, ?
Cn1c(=O)[nH]c(=O)c2c1nc(N1CCOCC1)n2CC(O)COc1ccccc1 (centres undefined)
  -4%, 4%, -3%, 5%[10 µM], -2%, 20%, -8%
Cc1ccccc1NC(=O)CSc1nc(N)c(C#N)cc1C#N
  3%, 2%, 4%, 1%, 5%, 8%[9.22 µM], 7%
COc1ccccc1N1CCN(C(=O)N2CCOCC2)CC1
  -9%, 9%, 0%, -4%[10 µM], -12%, 0%, 1%
O=C(CSc1nnnn1-c1ccccc1)Nc1ncc(Cc2cccc(Cl)c2Cl)s1
  -5%, 3%, -1%, ., -3%, -3%, -13%
CCCCCn1cnc2sc(CC)cc2c1=O
  -1%, -1%, 1%, -39%[10 µM], ?, -11%, 2%
O=C(Nc1ccccc1)c1cc2c(=O)c3ccccc3oc2nc1C(F)(F)F
  7%, 7%, 3%, 26%, 0%, 13%, 0%
O=c1c(-c2ccc(O)cc2)coc2cc(O)cc(O)c12
  -7%&-7%&2%&5%&-6%&-6%, 11%, ., -81%[inhibitor], ?, 2%, -3%
CN(C)c1ccc(C=Nc2cnn(C)c2C(N)=O)cc1
  -9%, 1%, -7%, 0%, 9%, -9%, 4%
COc1ccc(CN2CCn3ncc(C(=O)Nc4cccc(C)c4)c3C2=O)cc1
  -8%, 2%, -2%, 7%, 8%, 5%, 0%
CSc1nc2sc3c(c2c2nncn12)CCC3
  0%, 8%, ?, -5%[10 µM], -8%, -1%, 0%
Cc1sc(NC(=O)c2ccco2)c(C(c2ccc(F)cc2)N2CCN(C)CC2)c1C (centres undefined)
  ., -2%, -10%, -56%[inhibitor], -18%[46 µM], ?, -19%
C=CCNC(=O)CN1CCC(O)(c2ccc(F)cc2)CC1
  2%, -6%, 6%, -13%[10 µM], 2%, 12%, 4%
COc1cc(=O)n(C)c2c(O)cccc12
  4%, 12%, ., 11%[10 µM], ., 18%[9.22 µM], -21%
Cc1cnc(C)c(N2CCN(Cc3nc(-c4ccccc4)no3)CC2)n1
  3%, -7%, 3%, 1%[10 µM], ., -3%[9.22 µM], 5%
COc1ccc(C(=O)OCC(=O)Nc2cc(C)c(C)cc2[N+](=O)[O-])cc1
  4%, -7%, 3%, -7%[10 µM], 7%, -3%, 7%
